S3 lipid droplet – qHTS Assay for Lipid Storage Modulators in Drosophila S3 Cells; Potency in µM for hits, for the others lipid storage change, negative = inhibition, % at the top dose, mostly 46.1 µM; Drosophila S3 cells, BODIPY lipid droplet fluorescence, 18-24 h; cells fed with added oleic acid; 320,000 compounds, 0.64% hits; AID 2685; active = well fitted inhibition curve with a large enough effect in the signal ratio, with a control signal flat, not every such curve was filed as active; inconclusive = small, poorly fitted or top-dose-only effect, or effect the other way, or a change in a side signal; the % refers to the signal ratio
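Drosophila S3 cells loaded with oleic acid (400 uM, as added) and compounds at several concentrations; lipid droplets imaged by 488-nm laser-scanning cytometry, 500–530 nm intensity and object ratio to cell channel. Percent activity normalized to 20 uM Triacsin C.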
S3 lipid droplet cell count max – also measured in S3 lipid droplet; calls as there; cell number change, %; measured here: cell count max response;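 cells counted by Cell Tracker Red CMTPX staining in the red channel; peak over a dose series mostly up to 46.1 µM; percent activity relative to internal control wells on each plate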
An asterisk follows results filed as active; i = inactive; ? = inconclusive; / = not tested or not shown. % is set by controls: 0 for no effect and ±100 for the full control effect; potency is the fitted concentration of half-maximal effect.

SMILES	S3 lipid droplet	S3 lipid droplet cell count max
COc1cc(OC)cc(C(=O)NNC(=O)CNC(=O)c2cccs2)c1	?	/
O=C(c1cccs1)N1CCC(c2nc3c(nnn3Cc3c(Cl)cccc3Cl)c(=O)[nH]2)CC1	?	/
O=C(Oc1ccc2c(c1)OCO2)c1ccncc1	?	/
O=C(Nc1ccc2c(c1)CCCN2C(=O)c1ccco1)c1cc([N+](=O)[O-])ccc1Cl	i	13.1
CC(C)(CO)Nc1nc(Nc2ccccc2)nc(Nc2ccccc2)n1	-2.2%	-7.7
Cc1cccc(C(=O)N[C@H](C(=O)Nc2nccs2)C(C)C)c1	-15.5%	-20.6
Cc1cc(NC(=O)c2ccc([N+](=O)[O-])cc2)n(C)n1	9.6%	-6.1
Cc1ccc(C(=O)COC(=O)c2ccco2)cc1C	-6.9%	-2.6
Cc1cc(C(=O)Nc2c(F)cc(F)cc2Br)n(-c2ccccc2)n1	4.7%	-0.2
O=C(Nc1ccc(-n2cnnn2)cc1)c1cccc(S(=O)(=O)N2CCCC2)c1	?	/
C/C(=N\NC(=O)C(O)c1ccccc1)c1ccc(Br)s1 (stereo not drawn)	20.6%	/
CCOC(=O)c1c(CSc2nc(C)cc(C)c2C#N)n(C)c2cc(Br)c(OC(C)=O)cc12	-10.5%	-13.5
COc1ccc(CCNC(=O)Cn2c(=O)cnc3ccccc32)cc1	?	/
CCOC(=O)c1c(NC(=O)CN2C(=O)NC3(CCC(C)CC3)C2=O)sc(C)c1-c1ccc(C)cc1 (stereo not drawn)	?	/
CN(C)S(=O)(=O)c1ccc(NC(=O)c2ccc([N+](=O)[O-])cc2)cc1	-4.7%	-1.1
Cc1ccc(NC(=S)N(CCCN2CCCC2)Cc2cccn2Cc2ccc(Cl)cc2)cc1	6.5%	-9.3
O=C(CSc1nnc(NC(=O)c2ccccc2F)s1)NCc1ccc(F)cc1	?	/
CC1CCN(S(=O)(=O)c2ccc3nc(-c4ccccn4)cc(C(=O)NCCN(C)Cc4ccccc4)c3c2)CC1	?	/
Cc1cc2c(cc1S(=O)(=O)N(C)C1CCCCC1)OCC(=O)N2	-11.3%	1.2
CC(C(=O)N1CCOCCOCCOCCOCCOCC1)N1C(=O)c2ccccc2C1=O (stereo not drawn)	?	/
O=C(CSC1CC(=O)N(c2ccc(C(=O)O)cc2)C1=O)Nc1ccc(Cl)cc1 (stereo not drawn)	?	/
O=C(CNS(=O)(=O)c1cccs1)N1CCN(c2ccccn2)CC1	-10.8%	-19.0
CCOC(=O)CN1C(=O)/C(=C/c2ccc(Cl)cc2)Oc2ccccc21	?	/
COC(=O)C1=[N+]([O-])OC(C(=O)OC)C1c1c[nH]c2ccccc12 (stereo not drawn)	?	/
CCCCC(=O)NN(C)c1nc(-c2ccccc2)nnc1C(F)(F)F	?	/
CCOc1ccc(-c2ccc(SCC(=O)Nc3nnc(CC)s3)nn2)cc1	?	/
O=C(NCCO)/C(=C/c1cccc([N+](=O)[O-])c1)NC(=O)c1ccco1	?	/
Cc1c(Cl)cccc1N(CC(=O)NC1CCCCC1)S(C)(=O)=O	?	/
CC(=O)c1ccc(NC(=O)CCNC(=O)c2ccccc2Cl)cc1	i	/
COC(=O)c1ccc2nc(C)c(C)nc2c1	-0.3%	3.6
COc1cccc(CC2(CO)CCN(CC3=CC[C@H]4C[C@@H]3C4(C)C)CC2)c1	?	/
O=C(CSc1n[nH]c(=O)n1-c1ccccc1)Nc1ccccc1C(F)(F)F	16.1%	1.6
Cc1cc(NC(=O)CCC(=O)N(Cc2ccco2)C2(C(=O)NC3CCCCC3)CCN(C)CC2)no1	?	/
O=C(COC(=O)c1ccc2c(c1)OCO2)NCc1ccc(Cl)cc1	5.6%	-17.1
COc1cc(OC)c(OC)cc1CNCCSc1nnnn1C	-14.6%	0.1
COCCNC(=O)NC(=O)COC(=O)c1cccn1C	?	/
COc1cc(NC(=O)Cc2ccc(OC)c(S(=O)(=O)N3CCOCC3)c2)c(OC)cc1Cl	-25.6%	1.4
O=C(Nc1ccccc1Cl)Nc1cccc2cccnc12	4.7%	12.4
O=C1C2C3C=CC(C4CC34)C2C(=O)N1/N=C/c1cccs1 (stereo not drawn)	?	/
CC1C/C(=C\c2cccnc2)C(=O)/C(=C/c2cccnc2)C1 (stereo not drawn)	5.17µM*	-29.0*

One compound at a time, from the list above:
Results for O=C(COC(=O)c1ccc2c(c1)OCO2)NCc1ccc(Cl)cc1 → S3 lipid droplet: 5.6%; S3 lipid droplet cell count max: -17.1
Results for COc1cccc(CC2(CO)CCN(CC3=CC[C@H]4C[C@@H]3C4(C)C)CC2)c1 → S3 lipid droplet: ?; S3 lipid droplet cell count max: /

Back to the main list; the seven compounds before the break are reprinted first.
SMILES	S3 lipid droplet	S3 lipid droplet cell count max
O=C(COC(=O)c1ccc2c(c1)OCO2)NCc1ccc(Cl)cc1	5.6%	-17.1
COc1cc(OC)c(OC)cc1CNCCSc1nnnn1C	-14.6%	0.1
COCCNC(=O)NC(=O)COC(=O)c1cccn1C	?	/
COc1cc(NC(=O)Cc2ccc(OC)c(S(=O)(=O)N3CCOCC3)c2)c(OC)cc1Cl	-25.6%	1.4
O=C(Nc1ccccc1Cl)Nc1cccc2cccnc12	4.7%	12.4
O=C1C2C3C=CC(C4CC34)C2C(=O)N1/N=C/c1cccs1 (stereo not drawn)	?	/
CC1C/C(=C\c2cccnc2)C(=O)/C(=C/c2cccnc2)C1 (stereo not drawn)	5.17µM*	-29.0*
O=C(c1cc(S(=O)(=O)N2CCCC2)c(Cl)cc1Cl)N1CCCC1	?	/
CCNc1ccc(S(N)(=O)=O)cc1[N+](=O)[O-]	1.1%	-1.8
CCOC(=O)C1=C(N)OC2=C(C(=O)CC(C)(C)C2)C1c1cccnc1 (stereo not drawn)	26.8%	-4.6
O=C(C1CCCO1)N1CCN(c2ccccn2)CC1 (stereo not drawn)	?	/
CC(C)CCNC(=O)c1cc2c(s1)-c1ccccc1S(=O)(=O)C2	?	/
COc1ccccc1N(CC1CO1)S(=O)(=O)c1ccc(C)cc1 (stereo not drawn)	-8.3%	16.4
COc1ccc(CNC(=O)CCNS(=O)(=O)c2cc(Br)cnc2N)cc1	?	/
CC(=O)c1c(C)[nH]c(C(=O)OCC(=O)Nc2cc(C)on2)c1C	?	/
COc1ccc(OC)c(Nc2nc(NCc3ccco3)nc(N)c2[N+](=O)[O-])c1	?	/
COc1ccc(Oc2nc3c(c(=O)n(C)c(=O)n3C)n2Cc2cccc(OC)c2)cc1	?	/
COCCCNC(=S)NNC(=S)Nc1cccc(Cl)c1	-9.9%	6.7
CC(=O)c1c(C)[nH]c(C(=O)CSc2nnc(-c3ccco3)o2)c1C	?	/
O=C(NCCNC(=O)c1cc(F)cc(F)c1)c1cc(F)cc(F)c1	3.9%	/
CC1(C)CNc2cc([N+](=O)[O-])ccc2S1	-8.7%	-2.6
CSc1nc(-c2ccccc2)nc(N)c1C(C)=O	?	/
CCC1=C2CC[C@H]3C(=O)N(C)C(=O)[C@H]3[C@H]2[C@@]2(Cc3ccccc3)C(=NCC(=O)OC)OC(=O)N2C1=O	3.4%	0.6
COc1ccc(C(=O)N/C(=C/c2cccs2)C(=O)NCCCn2ccnc2)cc1OC	-0.5%	17.9
Cn1cc([N+](=O)[O-])c(C(=O)NCc2cc3ccccc3[nH]2)n1	2.1%	4.8
Cc1ccc(NS(=O)(=O)c2ccc(C(=O)N3CCCN(C)CC3)cc2)cc1	6.9%	-5.7
Cc1cc(C)c(C2=CSC3=NS(=O)(=O)CCN23)c(C)c1	?	/

Nothing new here: an excerpt of the list.
SMILES	S3 lipid droplet	S3 lipid droplet cell count max
O=C(c1cc(S(=O)(=O)N2CCCC2)c(Cl)cc1Cl)N1CCCC1	?	/
CCNc1ccc(S(N)(=O)=O)cc1[N+](=O)[O-]	1.1%	-1.8
CCOC(=O)C1=C(N)OC2=C(C(=O)CC(C)(C)C2)C1c1cccnc1 (stereo not drawn)	26.8%	-4.6
O=C(C1CCCO1)N1CCN(c2ccccn2)CC1 (stereo not drawn)	?	/

(continued)
SMILES	S3 lipid droplet	S3 lipid droplet cell count max
Clc1nc(-c2ccccc2)c2ccccc2n1	i	12.6
CCCc1ccc2oc(C(=O)N(C)Cc3cnccn3)c(C)c2c1	-22.2%	29.2
CCOc1ccccc1NC(=O)CSc1nnc2c(CC)c(C)nc(N)n12	?	/
COc1ccccc1NS(=O)(=O)c1ccc(C(=O)NCC(c2ccccc2OC)N(C)C)cc1 (stereo not drawn)	-24.9%	13.0
CCN(CC)CCC(c1ccc(N(C)C)cc1)c1c(OC)cc(OC)c2c(-c3ccccc3)cc(=O)oc12 (stereo not drawn)	6.2%	-6.7
COc1ccc(C(=O)COC(=O)c2cc(=O)[nH]c3ccccc23)c(OC)c1	?	/
Cc1cccc(N(Cc2ccccc2)C(=O)c2ccccc2F)c1	?	/
COC(=O)c1sccc1NC(=O)CC1C(=O)NCCN1C(=O)c1ccc(F)cc1 (stereo not drawn)	13.8%	5.8
CC(Oc1ccccc1Cl)C(=O)N(Cc1ccco1)C1CCS(=O)(=O)C1 (stereo not drawn)	-0.5%	7.0
O=C(NCc1cc(F)ccc1F)C1CCC(=O)N(C2CCCCCC2)C1 (stereo not drawn)	?	/
CN(CC1CCCN(CCc2ccc(Cl)cc2)C1)C(=O)c1ccc2nc[nH]c2c1 (stereo not drawn)	37.3%	25.2
O=C(COc1ccccc1Cl)Nc1ccc2[nH]c(=O)[nH]c2c1	?	/
O=C(Nc1ccc(Cl)cc1)N1CCC(c2ccccc2)C1 (stereo not drawn)	1.8%	15.0
CCN(C(=O)c1cccnc1SC)C12CC3CC(CC(C3)C1)C2	?	/
COc1cc(NC(=O)COC(=O)CNC(=O)c2ccc(Cl)cc2)c(C)cc1[N+](=O)[O-]	?	/
Cn1c(N)nc2ccccc2c1=O	?	/
CCNc1nc(NCC)n2c(SCC(=O)Nc3ccccc3Cl)nnc2n1	24.2%	/
CCN(CC)C(=O)Nc1ccc(Br)cc1	?	/
N#CC1=C(N)Nc2ncnn2C1c1ccccc1 (stereo not drawn)	?	/
CCOC(=O)C1(Cc2cccc(Cl)c2)CCCN(C(=O)CCN2CCCC2=O)C1 (stereo not drawn)	-9.0%	/
COc1ccc(NC(=O)c2cccc(S(=O)(=O)NCc3ccco3)c2)c(OC)c1	?	/
CN(c1ccc(C(=O)NC2CC2)cc1)S(=O)(=O)c1ccccc1	?	/
COc1ccc2nc3c(cc2c1)c(NC(=O)c1cccs1)nn3CC(C)C	?	/
COc1cc(C)ccc1OCCCCOc1ccccc1C(C)=O	?	/
Cc1nn(C)c(C)c1/C=N/O	?	/
CCN(CCNC(=O)CCCn1nc(C)n2c(cc3sccc32)c1=O)c1ccccc1	?	/
CC(C)OCCCN1CC(=O)N2C(c3cccc([N+](=O)[O-])c3)c3[nH]c4ccccc4c3C[C@H]2C1=O (stereo partly drawn)	i	8.5
CCn1c(SCC(=O)NC2CC2)nnc1-c1ccc(OC)cc1	-10.4%	6.0
CCN(CC)S(=O)(=O)c1cc(C(=O)OCC(=O)Nc2ccc(-c3nc4ccc(C)cc4s3)cc2)ccc1F	25.4%	-4.6
c1ccc(-n2ncc3c2ncn2nc(-c4ccco4)nc32)cc1	?	/
COc1ccc(/C=C/C(=O)c2cc3cccc(OC)c3oc2=O)cc1	?	/
O=C(NCCSCc1c(F)cccc1Cl)Nc1ccccc1	11.7%	2.7
CCC(=O)Nc1sc2c(c1C#N)CCCCC2	i	-13.2
Cc1cccc(N2CCN(S(=O)(=O)c3c(C)nc4scc(C)n4c3=O)CC2C)c1 (stereo not drawn)	?	/
CC1(C)CC(=O)C(C=NC2CC(C)(C)NC(C)(C)C2)=C(O)C1	?	/
O=C(CN1CCN(Cc2ccc(Cl)cc2)CC1)N1CCc2ccccc21	?	/
COc1cc(NC(=O)COc2ccc(Cl)cc2)ccc1-c1cc2ccccc2oc1=O	?	/
COc1ccc(-c2noc(CCC(=O)NCCCN3CCN(c4ccccc4F)CC3)n2)cc1	4.7%	-14.3
CCN1CCC(NC(=O)Nc2ccc(F)cc2)CC1	2.8%	3.4
O=C(Cc1cccc2ccccc12)Nc1ccccc1C(=O)O	?	/
Cn1c(=O)[nH]c(=O)c2c1nc1n2CCCN1Cc1ccccc1	8.9%	15.2
O=C(Cn1nnc2ccccc2c1=O)Nc1cc(C(F)(F)F)ccc1N1CCOCC1	20.2%	-6.1
CN1C(=O)C(N=Nc2ccccc2C(=O)O)N(C)C1=S (stereo not drawn)	?	/
CCOC(=O)CNC(=O)CSc1nc(N(C)C)nc(N2CCOCC2)n1	?	/
CC(=O)c1cccc(NC(=O)NC(C)c2ccncc2)c1 (stereo not drawn)	?	/
CC(C)c1ccc(NC(=S)NN2C(C)CCCC2C)cc1 (stereo not drawn)	?	/
COC(=O)C1CCN(C(=O)c2cc(-c3ccc(Cl)s3)nc3ccccc23)CC1	?	/
CCCCNCCOCCOc1ccc(F)cc1	?	/
Cc1ccc(N(CC(=O)NCc2ccco2)C(=O)CCC(=O)Nc2nccs2)cc1	15.5%	13.4
CCOC(=O)c1ccc(NC(=S)NN2CCOCC2)cc1	?	/
O=C(COC(=O)CN1C(=O)C2CCCCC2C1=O)NC1CCS(=O)(=O)C1 (stereo not drawn)	?	/
COc1nc(-c2ccccc2)cc(-c2ccc(OC)c(OC)c2)n1	?	/
Brc1ccc(-c2noc(COc3ccc4ccccc4c3)n2)o1	?	/
Cc1cc(N2CC(C(=O)O)CC2=O)ccc1Br (stereo not drawn)	3.4%	2.4
CCCCn1c(SCC(=O)c2ccccc2)nc2ccsc2c1=O	?	/
COc1cc(C(=O)O)ccc1OC(C)=O	2.1%	1.4
Cn1c(=O)cc(Nc2ccc(Cl)cc2)[nH]c1=O	10.0%	16.5
COc1ccc(CC(=O)Nc2ccc(S(=O)(=O)Nc3cc(C)on3)cc2)cc1	?	/

This is a subset; count on the stated rates, not on these rows.
